Assay outcomes deposited in PubChem BioAssay by several laboratories.
Dynein cargo inh: inhibitors of GR-EGFP nuclear translocation, primary screen, dynein cargo transport inhibitor project, imaging, high-content, 3617.4 mouse cells. z-score, hits read low. test concentration mostly 20 µM; stimulated with dexamethasone, 1 µM; hits give low values. actives 0.47% (n = 220,000). AID 1381, 2008;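 active = plate z-score of nuclear minus cytoplasmic receptor signal below a set negative limit, without overly bright fluorescence or cell loss, cut at about -3.5 in these data, passing the limit was not always enough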;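 also: z-score of nuclear minus cytoplasmic ring GR-EGFP intensity difference per well; some compounds called inactive have numbers as strong as hits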
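Buffer or medium: tet-free, stripped-serum medium; Also added: dexamethasone, 1.0 µM final; Technique: high-content fluorescence imaging after fixation; Times: 48 h induction, 1 h compound, 30 min dex at 37 °C; Read-out: per-cell GR-EGFP intensity, nucleus versus surrounding cytoplasmic ring, well-averaged.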
WT yeast gro inh: growth inhibition of WT strain, primary screen, mitochondrial fusion inhibitor project, WT and mutant strains, chemical genetic | mitochondrial fusion phenotypic screen | inhibition, % at 10 µM | actives 2.1% (n = 190,000) | AID 1362, 2008; in the data active = inhibition above about 58%; tested in S. cerevisiae
HIV peptide binding: inhibitors of HIV fusion peptide binding, primary screen, biochemical, uHTS, fluorescence dequenching (AID 1986) | cell-free peptide binding, fluorescence dequenching, 30 min; higher % means a stronger effect | one-dose inhibition, % at 20 µM; IC50 in µM for titrated hits | actives 0.3% (n = 290,000); in the data active = inhibition mostly above about 52%, no sharp cut-off; inactive = mostly below about 76%; also: some results filed as inactive read as strong as hits
Autophagy HCS: autophagy modulators in MEF cells, primary screen, imaging, high-content, MEF GFP-LC3; MEF GFP-LC3 puncta imaging; test concentration mostly 10 µM; calls only at 10 µM (by protocol); actives 0.98% (n = 190,000); AID 463193, 2010;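 active = percentage of spot-positive cells more than 3 SD above its plate mean, without a fluorescence outlier flag or 80% toxicity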;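 also: spot-positive cell cutoff set from DMSO-treated cells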
Insulin prom up: insulin promoter activators in MIN6 cells, imaging, high-content screening, mouse beta cells. MIN6 insulin promoter-GFP reporter; hits give high values. z-score at 5 µM. actives 0.3% (n = 190,000);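 active = z-score above 3 at 5 µM with at least 500 cells counted in the well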
AID2073: inhibitors of Mint1-CaV2.2 protein interaction, biochemical, HTRF (AID 2073). Voltage-dependent N-type calcium channel subunit alpha-1B (Homo sapiens). HTRF protein-protein interaction, Mint1-CaV2.2; higher % means a stronger effect. inhibition, % at 20 µM, or IC50 in µM where a hit was titrated. actives 0.19% (n = 290,000); in the data active = inhibition mostly above about 51%, no sharp cut-off; also: some results filed as inactive read as strong as hits
MT stabilizer: microtubule stabilizers in HeLa cells, primary screen, imaging, high-content imaging | HeLa tubulin immunostaining HCS, 24 h; share of cells brighter than vehicle mean+2SD | % tubulin-high responders, % at 10 µM | actives 0.83% (n = 200,000) | AID 2205, 2009;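 active = plate Z-score above 3 for both tubulin-high and condensed-nucleus cell shares, with cell loss under 80%, at 10 µM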;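 also: anti alpha tubulin signal scored within the nucleus-defined area of each cell; some results filed as inactive read as strong as hits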
bCat nuc transl: modulators of beta-catenin nuclear translocation, primary screen, imaging, HeLa cells, immunofluorescence, high-content; nuclear translocation activity, % at 5 µM; actives 0.3% (n = 190,000); AID 1665, 2009;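 active = nuclear translocation activity above 50% at 5 µM, with a well cell count of 50 or more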;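 also: per-cell ratio of nuclear to cytoplasmic median beta-catenin stain intensity; plate controls were DMSO negative control for no effect and GSK-3 inhibitor IX positive control for full effect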
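System: HeLa cells, endogenous beta-catenin; compound dosing: 5 µM primary single dose, 0.1% DMSO, 0.02–20 µM confirmation series; incubation: 24 h compound exposure at 37°C, 5% CO2; signal: beta-catenin immunofluorescence imaging with DAPI; evaluation: % activation, nuclear-to-cytoplasmic median beta-catenin signal ratio per cell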
Yfh1-depleted yeast: enhancers of respiration in Yfh1-depleted yeast, dose response, Friedreich's ataxia, plus single-dose screen (AID 1465) | S. cerevisiae Yfh1-off respiration, WST-1 reduction, 72 h; higher fold induction means a stronger effect | actives 0.074% (n = 220,000) | fold induction at 50 µM, or EC50 in µM where a hit was titrated;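 active = fold induction of absorbance versus untreated yeast above a set limit, then at least 30% activation at any dose in follow-up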;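 also: activators that raise dye reduction in frataxin-depleted yeast; strong numbers were not always called active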
WT yeast gro inh mutant strain: further read-out of WT yeast gro inh, marked with its call; inhibition, %; mitochondrial fusion phenotypic screen, mutant strain inhibition
Dynein cargo inh cytoplasmic EGFP: recorded beside Dynein cargo inh, whose call it bears; z-score; measured here: cytoplasmic GR-EGFP intensity; hits give high values
Dynein cargo inh nuclear GR-EGFP: also measured in Dynein cargo inh; calls as there; z-score; measured here: nuclear GR-EGFP intensity;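 lower value marks the stronger effect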
Dynein cargo inh cell count: further read-out of Dynein cargo inh, marked with its call; z-score; measured here: cell count per field
Insulin prom up cell count: second read-out of Insulin prom up, no call of its own (marks repeat the call); cell count; measured here: cytotoxicity, nuclei count;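 total cells summed across four imaged fields per well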
bCat nuc transl cell count 5 µM: recorded beside bCat nuc transl, whose call it bears; cell count; measured here: cell count, cytotoxicity flag
MT stabilizer Hoechst-high %: second read-out of MT stabilizer, no call of its own (marks repeat the call); % Hoechst-high responders; measured here: nuclear condensation Hoechst responders;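 share of cells brighter than vehicle mean plus two SD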
MT stabilizer cytotoxicity %: recorded beside MT stabilizer, whose call it bears; toxicity, %; measured here: cytotoxicity by cell density;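 0% = mean cell density of plate MIN control wells and 100% = no cells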
Autophagy HCS cell loss 18 h: also measured in Autophagy HCS; calls as there; toxicity, %; measured here: cell loss, nuclei count;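 cell loss after 18 h compound exposure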
The depositor's hits bear a star; i = inactive; / = no result given.

The line under a structure holds: Dynein cargo inh | Dynein cargo inh cytoplasmic EGFP | Dynein cargo inh nuclear GR-EGFP | Dynein cargo inh cell count | WT yeast gro inh | WT yeast gro inh mutant strain | HIV peptide binding | Autophagy HCS | Autophagy HCS cell loss 18 h | Insulin prom up | Insulin prom up cell count | AID2073 | MT stabilizer | MT stabilizer Hoechst-high % | MT stabilizer cytotoxicity % | bCat nuc transl | bCat nuc transl cell count 5 µM | Yfh1-depleted yeast
> Clc1ccc(OCCSc2nnnn2C2CCCCC2)cc1
    -0.23 | -0.23 | -0.2 | 1.4 | 28 | 4 | 0.5% | i | -1 | -0.37 | 923 | 4% | 3.7 | 2.1 | 8.0 | -3.8 | 1162 | i
> COc1ccc(NC(=O)C(=S)NC2CCCCC2)cc1
    -0.13 | -0.14 | 0.26 | 0.41 | -18 | 13 | -0.9% | i | 10 | 0.62 | 1534 | -14% | 8.0 | 3.3 | 7.2 | -4.0 | 1180 | i
> CN=c1scc(C)n1/N=C/c1cc(Br)c(O)c(Br)c1
    -0.27 | 0.0012 | 0.19 | -0.23 | 19 | 20 | 8.5% | i | -2 | 0.84 | 1291 | -1% | 2.8 | 2.9 | 7.2 | 1.3 | 982 | i
> CCOC(=O)N1CCN(C(=S)Nc2cc(OC)c(OC)cc2C(=O)OC)CC1
    -1 | -0.21 | -0.61 | 0.077 | 9 | -11 | -2.2% | i | -3 | 1.8 | 1488 | -17% | 2.9 | 1.6 | 0.8 | 0.2 | 1380 | i
> CCC1CCCCN1C(=O)c1cc(COc2ccc3ncccc3c2)on1 (stereo not drawn)
    1.1 | -0.19 | 0.75 | -0.44 | 23 | 13 | -0.1% | i | -2 | -4.6 | 629 | -11% | 1.3 | 1.2 | 6.3 | 2.1 | 1096 | i
> CCN1CCN(c2cc(N3CCc4ccccc4C3)c(F)cc2[N+](=O)[O-])CC1
    -1.8 | -0.24 | -1 | 0.98 | 81* | 34* | -1.0% | i | 16 | -1.3 | 1439 | -8% | 7.4 | 1.0 | 7.6 | -2.9 | 1158 | i
> CC(=O)N(C(C)=O)c1ccc2nc(C)[nH]c(=O)c2c1
    -0.36 | -0.25 | -0.069 | -0.12 | 6 | -8 | -3.6% | i | -2 | 0.61 | 1289 | 4% | 1.2 | 1.4 | 5.6 | -4.4 | 1159 | i
> O=C(CSc1nnnn1-c1cccc2c1CCCC2)N1CCCC1
    -0.079 | -0.29 | -0.11 | 0.22 | 5 | -4 | 0.7% | i | 14 | -0.1 | 991 | 9% | 4.1 | 1.9 | 3.7 | -0.7 | 1031 | i
> COc1ccc(CCNC(=O)C(=O)N2CCCC2)cc1OC
    1.3 | -0.23 | 1.2 | -0.71 | -18 | -15 | -1.2% | i | 11 | -0.01 | 1486 | -4% | 5.6 | 2.4 | 8.6 | -1.2 | 1449 | i
> O=C(N/N=C/c1cccc([N+](=O)[O-])c1)C1COc2ccccc2O1 (stereo not drawn)
    1.6 | 1.5 | 2 | -2.2 | 0 | 13 | 0.2% | i | 10 | 0.52 | 1254 | -1% | 2.0 | 1.0 | 5.4 | -1.1 | 1101 | i
> CC(C)(C)NC(=O)N1CCn2cccc2C1c1ccccc1F (stereo not drawn)
    -0.72 | -0.19 | -0.37 | 0.21 | 2 | 3 | 2.7% | i | -6 | -0.11 | 1173 | 2% | 1.1 | 1.3 | 8.9 | / | / | i
> Nc1nnc(SCC(=O)NC23CC4CC(CC(C4)C2)C3)s1
    0.96 | -0.19 | 0.44 | -0.42 | -3 | -3 | -2.0% | i | -2 | / | / | -2% | 1.6 | 1.6 | 0.6 | / | / | i
> CN1CCN(C(=O)c2ccccc2NC(=O)CCN2C(=O)c3ccccc3C2=O)CC1
    0.6 | -0.27 | 0.31 | 0.68 | -3 | 6 | 3.1% | i | -5 | -0.49 | 1290 | 10% | 4.6 | 2.2 | 8.9 | -0.8 | 1068 | i
> O=S(=O)(NCC1CCCO1)c1cccc(S(=O)(=O)N2CCCC2)c1 (stereo not drawn)
    0.24 | -0.21 | 0.5 | -0.52 | 13 | 5 | -1.0% | i | 19 | 1.4 | 1290 | 6% | 4.6 | 1.9 | 12 | -3.8 | 865 | i
> CCCn1c(-c2ccccc2)cc(SC)c(C#N)c1=O
    -0.36 | -0.35 | -0.36 | 0.86 | 6 | -3 | -1.3% | i | -3 | 0.22 | 1036 | 36% | 4.0 | 2.8 | 13 | 3.2 | 1078 | i
> CCCNC(=O)c1cccc(Cn2cc(Br)c([N+](=O)[O-])n2)c1
    0.57 | -0.12 | 0.44 | -1.9 | 9 | -10 | -0.6% | i | 27 | 0.08 | 1333 | 5% | 4.0 | 2.4 | 2.3 | / | / | i
> COc1ccc(-n2ncc3c(NCc4ccco4)ncnc32)cc1
    -0.2 | -0.21 | 0.065 | 0.29 | 68* | 5.2* | 0.3% | i | 46 | -0.93 | 1337 | 11% | 4.9 | 1.8 | 0.3 | -3.2 | 1041 | i
> CCOc1ccc(C(=O)NC(=S)Nc2ccc(NC(=O)c3ccco3)c(C)c2)cc1[N+](=O)[O-]
    0.64 | -0.16 | 0.39 | -0.24 | 9 | -7 | 1.7% | i | -5 | 0.05 | 1428 | -4% | 6.5 | 3.4 | 2.8 | -2.0 | 1040 | i
> COc1cc(CCCN2C(=S)NC[C@@H]2Cc2ccccc2)cc(OC)c1OC
    -0.6 | -0.28 | -0.1 | 0.26 | 7 | 22 | 0.2% | i | 4 | 0.03 | 1376 | 2% | 3.4 | 1.7 | 5.4 | -1.6 | 1227 | i
> CS(=O)(=O)Nc1ccccc1C(=O)NCc1ccco1
    3.7 | 0.19 | 2.9 | -2.9 | / | / | 7.7% | i | -2 | 0.27 | 1395 | 12% | 5.9 | 1.9 | 5.6 | -1.3 | 1096 | i
> O=C(CNC(=O)C1CCCCC1)OCn1nnc2ccccc2c1=O
    -0.23 | -0.05 | 0.2 | 0.07 | 10 | -5 | -1.2% | i | -4 | -0.07 | 1095 | -6% | 6.8 | 3.3 | 7.2 | -0.1 | 1048 | i
> Cc1ccc(Cl)cc1NC(=O)c1cc2ccccc2cc1O
    0.062 | 0.28 | 0.047 | 0.48 | / | / | -0.2% | / | / | -0.99 | 1132 | 40% | / | / | / | -1.5 | 1124 | i
> COc1ccc(CCNC(=O)c2sc3ccccc3c2Cl)cc1OC
    -0.18 | -0.28 | -0.17 | -0.21 | -2 | -7 | 1.8% | i | 1 | 0.34 | 1540 | 7% | 7.0 | 2.6 | 9.3 | -1.0 | 1062 | i
> COc1ccc(Cl)cc1NC(=O)C1CC(=O)N(c2ccc(F)cc2)C1 (stereo not drawn)
    -0.012 | -0.14 | 0.17 | 0.16 | 10 | -5 | 4.5% | i | 4 | -0.55 | 1229 | 7% | 2.2 | 1.5 | 2.0 | / | / | i
> CCOC(=O)NC(=O)CN1C(=O)NC(C)(c2ccccc2)C1=O (stereo not drawn)
    -0.51 | -0.2 | -0.089 | 0.5 | 4 | -11 | -0.4% | i | 5 | / | / | 1% | 2.9 | 1.9 | 5.7 | -2.4 | 811 | i
> O=C1c2ccccc2C(Nc2ccc(S(=O)(=O)N3CCCCC3)cc2)N1Cc1ccco1 (stereo not drawn)
    -0.73 | -0.24 | -0.39 | 0.48 | -3 | -13 | 3.7% | i | 6 | -0.6 | 868 | -2% | 2.2 | 3.6 | 8.5 | / | / | i
> O=C(/C=C/c1ccco1)N/C(=C\c1ccco1)C(=O)NCCc1nc2ccccc2[nH]1
    -0.7 | -0.32 | -0.72 | 0.81 | -10 | -14 | 55% | i | -1 | 0.28 | 1115 | 31% | 1.4 | 3.1 | 4.1 | 2.8 | 497 | i
> COCCSc1ccccc1C(=O)Nc1nnc(C)s1
    0.58 | -0.13 | 0.096 | -0.6 | 2 | -1 | -2.1% | i | 7 | / | / | -4% | 2.6 | 1.3 | 6.5 | / | / | i
> CCCCOc1ccc(C(=O)NCC(=O)OC2CCOC2=O)cc1 (stereo not drawn)
    -0.29 | -0.081 | 0.24 | 0.18 | 17 | 4 | 1.7% | i | 30 | -0.4 | 1234 | -6% | 1.8 | 0.9 | 10 | -4.5 | 1150 | /

In the list so far, 2 contain an NH in an aromatic ring.
The line under a structure holds: Dynein cargo inh | Dynein cargo inh cytoplasmic EGFP | Dynein cargo inh nuclear GR-EGFP | Dynein cargo inh cell count | WT yeast gro inh | WT yeast gro inh mutant strain | HIV peptide binding | Autophagy HCS | Autophagy HCS cell loss 18 h | Insulin prom up | Insulin prom up cell count | AID2073 | MT stabilizer | MT stabilizer Hoechst-high % | MT stabilizer cytotoxicity % | bCat nuc transl | bCat nuc transl cell count 5 µM | Yfh1-depleted yeast
> CC(=O)N(C(C)=O)c1ccc2nc(C)[nH]c(=O)c2c1
    -0.36 | -0.25 | -0.069 | -0.12 | 6 | -8 | -3.6% | i | -2 | 0.61 | 1289 | 4% | 1.2 | 1.4 | 5.6 | -4.4 | 1159 | i
> O=C(/C=C/c1ccco1)N/C(=C\c1ccco1)C(=O)NCCc1nc2ccccc2[nH]1
    -0.7 | -0.32 | -0.72 | 0.81 | -10 | -14 | 55% | i | -1 | 0.28 | 1115 | 31% | 1.4 | 3.1 | 4.1 | 2.8 | 497 | i
